High-throughput results as filed in PubChem BioAssay.
COUP-TFII inh: blocks human COUP-TFII nuclear receptor. P24468. 0.7% of 370,000 active. AID 686940. HEK293T NGFI-A luciferase reporter, luminescence. inhibition, % at 8.6 µM;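 active = inhibition above a per-plate cutoff, mean inhibition of test wells between control levels plus 3 SD, cut at about 38% in these data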;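 note: cells cotransfected with COUP-TFII expression vector driving the NGFI-A reporter; 0% = median of COUP-TF2 test wells and 100% = reporter-only cells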
Granule exo inh: lytic granule exocytosis inhibition; 0.66% of 360,000 active; inhibition, % at 10 µM; AID 651702; TALL-104 LAMP-1 surface exposure, flow cytometry; cells stimulated with thapsigargin and PMA;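 active = inhibition above about 55%, limit read from the data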
ABHD5 PLIN5 PPI: inhibitors of human ABHD5-perilipin-5 interaction. Q00G26+Q8WTS1. Split G. princeps luciferase complementation, luminescence, 4 h. inhibition, % at 4 µM. 0.78% of 360,000 active;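 active = inhibition above the mean inhibition across every tested compound plus 3 SD, cut at about 22% in these data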;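 note: 0% = DMSO only wells and the 100% control is not disclosed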
SRC2 inh: human SRC2 (NCOA2) inhibition; 0.17% of 370,000 active; Q15596; HEK293 GAL4-SRC2 luciferase reporter, luminescence; inhibition, % at 9 µM;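 active = inhibition above the mean inhibition of all tested compounds plus 3 SD, set per campaign, cut at about 52% in these data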;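 note: 0% = DMSO treated cells and 100% = cells given Gossypol at 36 µM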
SRC3 inh: inhibitors of human steroid receptor coactivator 3 (SRC3); HEK293 GAL4-SRC3 luciferase reporter, luminescence; inhibition, % at 3.6 µM; 0.17% of 360,000 active; AID 588352;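 active = inhibition above a per-campaign cutoff, the mean of all compounds plus 3 SD, cut at about 60% in these data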;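 note: 0% = DMSO-treated cells and 100% = gossypol-treated cells at 36 µM; higher means less SRC3-driven luciferase light from the GAL4 reporter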
LRH-1 inv ag: suppresses constitutive activity of human LRH-1 | O00482 | HEK293T StAR-luciferase reporter, LRH-1 transfected, 24 h | inhibition, % at 3.6 µM | 0.13% of 360,000 active | AID 602396;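 active = inhibition above the mean inhibition of all tested compounds plus 3 SD, cut at about 73% in these data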;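 note: 0% = DMSO wells and 100% = reporter-only cells lacking LRH-1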
TROY signal inh: TROY signaling inhibition; Q293 LMP1-TROYcd NF-kB luciferase reporter, 4 h; inhibition, % at 10 µM; 0.98% of 360,000 active;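 active = compounds whose plate-normalised and pattern-corrected inhibition of the luciferase reporter signal at the single screening dose is 50% or more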
SRC1 inh: inhibitors of human steroid receptor coactivator 1 (SRC1); Q15788; HEK293 GAL4-SRC1 luciferase reporter, luminescence; inhibition, % at 3.6 µM; 0.12% of 360,000 active; AID 588354;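 active = inhibition above the campaign mean plus 3 SD, with each screening campaign given its own cutoff, cut at about 60% in these data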;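 note: 0% = DMSO treated cells and 100% = gossypol at 36 µM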
NOD2-RIPK2 inh: blocks binding of human NOD2 to RIPK2. O43353. CHO BLA complementation NOD2-RIPK2, CCF4 ratio. inhibition, % at 4.98 µM. 0.38% of 360,000 active; in the data active = inhibition above about 21%;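 note: 0% = vehicle only and 100% = reference blocker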
TWEAK Fn14 block: inhibitors of TWEAK-Fn14 interaction signaling; AID 1159606; TWEAK-stimulated Fn14 reporter cells, luciferase luminescence, 8 h; 2% of 360,000 active; inhibition, % at 10 µM; in the data active = inhibition above about 50%
TLR9-MyD88 inh: TLR9-MyD88 interaction inhibition; CHO BLA complementation TLR9-MyD88, CCF4 FRET ratio; Q9NR96+Q99836; inhibition, % at 4.98 µM; 0.21% of 340,000 active; AID 504734;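 active = inhibition above the mean over all tested compounds plus 3 SD, cut at about 21% in these data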;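 note: 0% = DMSO only wells and 100% = clavulanate BLA inhibitor control wells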
Target sequence (Q99836 whole entry, looked up): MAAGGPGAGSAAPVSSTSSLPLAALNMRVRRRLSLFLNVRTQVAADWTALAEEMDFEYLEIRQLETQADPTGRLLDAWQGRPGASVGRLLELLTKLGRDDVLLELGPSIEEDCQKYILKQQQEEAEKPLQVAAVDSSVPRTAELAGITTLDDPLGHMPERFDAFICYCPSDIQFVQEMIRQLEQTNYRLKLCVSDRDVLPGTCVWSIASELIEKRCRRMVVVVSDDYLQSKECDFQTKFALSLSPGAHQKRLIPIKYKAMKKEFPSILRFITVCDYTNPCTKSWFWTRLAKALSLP
Target sequence (Q9NR96 whole entry, looked up): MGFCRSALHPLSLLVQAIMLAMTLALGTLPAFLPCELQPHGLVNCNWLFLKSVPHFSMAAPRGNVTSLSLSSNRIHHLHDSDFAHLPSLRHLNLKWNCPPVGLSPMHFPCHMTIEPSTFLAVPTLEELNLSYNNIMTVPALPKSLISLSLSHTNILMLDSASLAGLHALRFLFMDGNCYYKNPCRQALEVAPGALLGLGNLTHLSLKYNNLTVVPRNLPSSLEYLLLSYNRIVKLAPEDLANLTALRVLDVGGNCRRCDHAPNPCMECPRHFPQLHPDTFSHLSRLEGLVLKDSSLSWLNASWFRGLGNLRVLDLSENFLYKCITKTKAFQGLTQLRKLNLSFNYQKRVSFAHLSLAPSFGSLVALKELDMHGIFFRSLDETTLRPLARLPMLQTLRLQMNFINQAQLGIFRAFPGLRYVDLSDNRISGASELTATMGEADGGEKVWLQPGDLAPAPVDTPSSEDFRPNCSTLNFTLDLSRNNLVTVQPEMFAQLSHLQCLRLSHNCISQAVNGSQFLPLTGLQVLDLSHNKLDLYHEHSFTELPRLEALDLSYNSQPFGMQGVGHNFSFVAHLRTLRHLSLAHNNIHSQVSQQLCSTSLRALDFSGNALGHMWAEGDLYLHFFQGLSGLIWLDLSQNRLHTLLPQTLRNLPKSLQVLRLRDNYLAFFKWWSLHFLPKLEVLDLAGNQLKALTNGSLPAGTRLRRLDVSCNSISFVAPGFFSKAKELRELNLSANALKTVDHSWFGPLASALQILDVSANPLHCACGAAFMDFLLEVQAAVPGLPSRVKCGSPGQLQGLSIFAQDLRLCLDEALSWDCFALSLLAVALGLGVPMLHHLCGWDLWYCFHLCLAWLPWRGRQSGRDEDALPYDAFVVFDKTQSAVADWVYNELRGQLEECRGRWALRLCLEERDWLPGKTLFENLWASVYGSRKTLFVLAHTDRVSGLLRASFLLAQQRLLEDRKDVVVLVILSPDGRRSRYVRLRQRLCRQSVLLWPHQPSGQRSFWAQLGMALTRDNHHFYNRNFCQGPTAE
* marks the source's active call; other numbers are inactive results; . = not tested or not shown.

Molecule,COUP-TFII inh,Granule exo inh,ABHD5 PLIN5 PPI,SRC2 inh,SRC3 inh,LRH-1 inv ag,TROY signal inh,SRC1 inh,NOD2-RIPK2 inh,TWEAK Fn14 block,TLR9-MyD88 inh
O=C(CCc1ccc(S(=O)(=O)N2CCOCC2)cc1)N1CCN(Cc2ccc3c(c2)OCO3)CC1,0,0,5,-11,-6,21,26,-13,0,-3,9
Cc1cc(NC(=O)CSc2ccc(Cl)cc2)no1,7,9,2,-19,7,-24,-4,-13,3,-12,4
O=C(NCCc1cn[nH]c1)C1CCC(=O)N(CCc2cccc(F)c2)C1 (stereo not given),7,-4,5,-26,2,-2,2,17,6,-12,3
CCC(=O)Nc1ccc(Nc2ccccc2)cc1,-13,4,-5,-15,-9,-3,-23,-31,-7,-19,3
CCCCn1nc(C(=O)Nc2ccc(S(=O)(=O)Nc3ncccn3)cc2)c2ccccc2c1=O,-10,-1,-3,20,2,-18,-2,2,-9,11,2
Cc1c(CN(C)C(=O)c2ccc(Br)o2)cnn1C,-13,1,-1,-23,10,-7,-29,-13,-1,1,2
CCOC(=O)N1CCN(C(=O)Nc2ccccc2Cl)CC1,-13,-2,-1,-11,11,-3,-24,-5,0,1,1
Cc1c(O)cc2n(c1=O)-c1ccccc1C2(C)C,12,-4,-2,-8,-44,7,9,5,-5,-4,-3
Cc1ccccc1CSCC(Nc1ccc(C(=O)O)cc1[N+](=O)[O-])C(=O)O (stereo not given),4,3,3,10,-19,2,1,-11,4,14,-4
CC1(C(=O)NCCN2CCOCC2)C=CC2(CCCCC2)N1C(=O)c1ccccc1 (stereo not given),6,0,7,-8,-7,-57,-26,-12,0,-11,6
C/C(=N\NS(=O)(=O)c1ccc(Cl)c([N+](=O)[O-])c1)c1cc2ccccc2o1,4,-2,8,-23,-8,-26,11,-16,-1,-3,-11
CCOC(=O)C(Cc1ccccc1)C(=O)Nc1ccccc1C (stereo not given),15,3,-3,10,-4,4,3,-18,2,-16,2
C/C(=N\NC(=O)c1ccc2c(c1)OCO2)c1ccc(NC(=O)CCCC(=O)O)cc1,-26,-3,5,-25,-8,-48,-51,-50,-7,9,-5
C/C(=C\CCC1(C)C2CC3C(C2)C31C)C(=O)O (stereo not given),9,-6,-12,-5,11,7,5,0,4,16,-21
COc1ccc(C(CNC(=O)CNC(=O)c2ccccc2Cl)N2CCCC2)cc1 (stereo not given),1,-7,1,10,-5,-1,1,-22,-13,-26,2
C1=CCC(CN2CCN(C3CCCCCC3)CC2)CC1 (stereo not given),11,-6,3,13,10,1,4,3,-1,11,-1
CCOCCCNC(=O)C1CCN(S(=O)(=O)c2ccc3nc4c(c(C(=O)O)c3c2)CCCCC4)CC1,16,-6,-1,-30,18,12,4,19,6,-12,3
CC1CC(C)CN(Cc2nc(N)nc(Nc3ccc4ccccc4c3)n2)C1 (stereo not given),-7,9,3,-34,2,6,8,5,-2,21,-10
O=C(NC1CCCCC1)C1CCN(c2nccs2)CC1,12,2,-10,-10,-2,-7,2,10,2,-10,4
COc1cccc(OC)c1C(=O)Nc1ccccc1NC(=O)c1c(OC)cccc1OC,7,2,2,-26,14,14,-1,-9,-5,2,11
C[n+]1cn(Cc2ccc(C#N)cc2)c2ccccc21,6,-1,-5,-13,8,-8,-1,4,-10,6,-7
NCC(=O)NCC(=O)OCc1ccccc1,-4,-4,-8,1,3,-2,-1,-7,-6,-14,-1
Cc1cc(C)n(-c2cc(N3CCN(S(=O)(=O)c4ccc5ccccc5c4)CC3)ccc2[N+](=O)[O-])n1,0,7,-2,17,28,-25,26,4,-4,25,-12
O=C(c1ccco1)N1CCN(C(=O)c2cc(=O)[nH]c3ccccc23)CC1,-16,-6,-5,4,8,9,5,-10,-7,1,-7
CC(=O)c1ccc(NC(=S)N2CC(C)CC(C)C2)cc1 (stereo not given),-17,0,-1,-6,-5,-23,-12,6,8,-1,-3
CCN(CC)c1ccc(/C=C2\C(=O)c3ccc(C(=O)O)cc3C2=O)cc1,8,7,6,8,-44,-6,-77,-46,-7,0,6
COC(=O)c1ccc(-n2nnnc2SCC(=O)Nc2ccccc2OC)cc1,-12,3,-12,-4,3,-15,15,-3,-5,-7,-8
CC1(Oc2cccc(F)c2)CCN(Cc2csc3ccccc23)C1 (stereo not given),-9,-5,-1,0,8,2,-5,13,-14,7,.
COc1ccccc1CCNC(=O)c1ccc(NC(=O)CC2SC(N3CCCC3)=NC2=O)cc1 (stereo not given),13,3,5,-13,-32,-17,30,11,-1,-17,-5
O=C(Nc1ccc(Cl)cc1)c1nc[nH]c1C(=O)N1CCc2ccccc2C1,-10,2,1,-4,4,-16,-2,7,-5,9,2
Cc1nn(CC(=O)O)c(C)c1C,-2,0,4,-8,4,-7,8,-5,-2,4,0
Cc1ccc(SCC(=O)OCC(=O)NC(C)c2ccc(Br)cc2)cc1 (stereo not given),9,-1,6,-13,-4,0,13,-13,-1,5,-9
COc1ccc(Cl)cc1NC(=O)c1cnccn1,1,-4,7,9,-6,5,1,1,-8,2,-10
COc1ccc(CCN(C)C(=O)C2CCCN(C3CCN(Cc4ccccc4)CC3)C2)cc1OC (stereo not given),-12,6,6,-34,-6,-10,-4,-5,-7,5,-5
CC(=O)c1ccc(N2CCN(C(=O)c3ccc(OCc4c(C)noc4C)cc3)CC2)cc1,13,0,5,7,-5,7,12,-1,7,12,0
N=c1oc2cc(O)ccc2cc1C(=O)Nc1ccc(Cl)cc1,-33,-4,-4,-66,-63,-91,-3,-37,-37,15,-55
CCOC(=O)N/N=C/c1ccc(C)o1,-19,0,1,-12,13,6,-28,-7,-12,-10,-4
Cc1ccccc1NP(=O)(c1ccccc1)c1nc2ccccc2s1 (stereo not given),-16,1,-9,-3,-16,-15,-14,-14,-2,10,-3
COc1ccccc1N1CCN(C(=O)c2ccc3nc(-c4ccco4)c(-c4ccco4)nc3c2)CC1,22,-1,13,-12,-7,18,5,6,3,44,-4
CC(NC(=O)Nc1ccc(Cl)c(Cl)c1)C(c1ccccc1)N1CCOCC1 (stereo not given),1,3,7,-26,14,2,-45,-8,16,-3,5
CCN(CC)c1ccc(/C=N/N2CCN(Cc3ccc(C)cc3C)CC2)c(O)c1,-14,0,-12,-14,4,1,5,0,-2,4,0
CCCOc1ccc(C(CC(=O)O)NC(=O)c2ccc3c(c2)OCO3)cc1 (stereo not given),-9,1,-6,12,-4,-2,18,5,-8,11,13
C/C(N=Nc1nc2ccccc2s1)=N\Nc1ccccc1O,-9,-4,4,-16,5,3,7,-9,1,80*,7
Cn1cnc2cc(NCc3cccs3)ccc21,-43,1,-6,-25,-11,-38,-12,-10,-4,-8,5
Cc1ccc(C)c2[nH]c(=O)c(CCNC(=O)c3ccco3)cc12,-4,1,1,-6,11,-13,-15,0,-8,-23,-3

Of the compounds above, 7 contain an aryl methoxy group.
Molecule,COUP-TFII inh,Granule exo inh,ABHD5 PLIN5 PPI,SRC2 inh,SRC3 inh,LRH-1 inv ag,TROY signal inh,SRC1 inh,NOD2-RIPK2 inh,TWEAK Fn14 block,TLR9-MyD88 inh
COc1ccc(C(CNC(=O)CNC(=O)c2ccccc2Cl)N2CCCC2)cc1 (stereo not given),1,-7,1,10,-5,-1,1,-22,-13,-26,2
COc1cccc(OC)c1C(=O)Nc1ccccc1NC(=O)c1c(OC)cccc1OC,7,2,2,-26,14,14,-1,-9,-5,2,11
COC(=O)c1ccc(-n2nnnc2SCC(=O)Nc2ccccc2OC)cc1,-12,3,-12,-4,3,-15,15,-3,-5,-7,-8
COc1ccccc1CCNC(=O)c1ccc(NC(=O)CC2SC(N3CCCC3)=NC2=O)cc1 (stereo not given),13,3,5,-13,-32,-17,30,11,-1,-17,-5
COc1ccc(Cl)cc1NC(=O)c1cnccn1,1,-4,7,9,-6,5,1,1,-8,2,-10
COc1ccc(CCN(C)C(=O)C2CCCN(C3CCN(Cc4ccccc4)CC3)C2)cc1OC (stereo not given),-12,6,6,-34,-6,-10,-4,-5,-7,5,-5
COc1ccccc1N1CCN(C(=O)c2ccc3nc(-c4ccco4)c(-c4ccco4)nc3c2)CC1,22,-1,13,-12,-7,18,5,6,3,44,-4

The list is partial, so the mix of outcomes need not match the whole.
